# Assay outcomes (PubChem BioAssay)
# KCNH2 3.1 block: inhibitors of human KCNH2 3.1 potassium channel isoform; U2OS KCNH2 3.1, thallium flux FluxOr; hits give low values; activity change, % (tested at about 1.8 µM); actives 0.95% (n = 340,000); AID 720553;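 active = maximum activity change below -70%; inconclusive = maximum activity change from -70% to -50%; inactive = maximum activity change above -50%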;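 also: thallium influx rate constant from kinetic fluorescence after stimulation buffer; % is scaled to controls: 0 for no effect and ±100 for the full control effect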
#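 U2OS cells transduced with KCNH2 3.1 mutant virus (1.77 x 10^8 /mL, 4 h), plated overnight at 37 C, loaded 45 min with FluxOr dye plus Red40 quencher. Thallium flux rate constant from kinetic reads after stimulation buffer, normalised to controls.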
# TCR activator: activators of T cell receptors | primary human leukocytes, anti-CD3, IL-2 HTRF, 48 h | Potency, µM (highest dose often 9.22 µM), for the others: at the highest dose activation of IL-2 secretion, most hits filed as activators | 330,000 tested, under 10 active | AID 504894; also: % of control where 0% means no effect
#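 Primary human leukocytes incubated 48 hr with anti-CD3 beads plus compound, without co-stimulation. Secreted IL-2 measured by HTRF (europium cryptate/d2 anti-IL-2 pair, 320 nm excitation, 665 nm emission).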
# A-T KAP1 phos: potential ataxia-telangiectasia treatments restoring KAP-1 phosphorylation. AID 485349. Potency, µM (series often up to 57.5 µM), for the others: top-dose activation, usual class: activators. actives 0.19% (n = 320,000). […] A-T fibroblasts, KAP-1 phosphorylation AlphaLISA; neocarzinostatin DNA damage 30 min before lysis; also: potency is read from the fitted curve at half-maximal effect; % of control where 0% means no effect; nearly all actives have a fitted effect of over 45% in size
#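 ATM-like activity read as KAP-1 phosphorylation via AlphaLISA donor/acceptor antibody pairs after lysis and 6 hr at 25C. Cells were ATM-null patient fibroblasts ([…], hTERT), dosed 60 min, then exposed to the DSB inducer NCS for 30 min.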
# ELG1 DNA repair: inhibitors of ELG1-dependent DNA repair in HEK293T cells; Potency, µM (highest dose often 46.1 µM), for the others: at the highest dose activity change, negative = inhibition, most hits filed as inhibitors; actives 2.3% (n = 330,000); AID 504467; HEK293T ELG1-luciferase reporter, luminescence, 16 h; DNA damage induced by 5-fluorouridine; also: potency is read from the fitted curve at half-maximal effect; % is scaled to controls: 0 for no effect and ±100 for the full control effect; nearly all actives have a fitted effect of over 55% in size
#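 5-Fluorouridine DNA damage + compound/DMSO, 2,000 cells/well, 16 h, 37 °C/5% CO2. ONE-Glo, 30 min RT, luminescence. Readout = decrease in reporter signal.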
# TSHR antagonist: antagonists of human thyroid stimulating hormone receptor. activity change, negative = inhibition, % at 11.5 µM. actives 0.2% (n = 330,000). TSHR-expressing cells, TSH-stimulated cAMP HTRF, 2 h; hits give low values;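 active = activity change below a set negative limit, meaning inhibition stronger than a set level, cut at about -70% in these data; inconclusive = activity change between two set negative limits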; also: % is scaled to controls: 0 for no effect and ±100 for the full control effect
#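 TSHR-expressing cells, 200/well, pre-treated with compound, then stimulated with EC80 TSH (4nM final) for 2 hours at 37 deg C. cAMP measured by competitive HTRF: anti-cAMP cryptate antibody in lysis buffer plus cAMP-d2, read after 30 minutes at room temperature.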
# Eya2 phos inh: blocks the phosphatase activity of human Eya2 | O00167 | recombinant Eya2, OMFP fluorescence dephosphorylation (OMFP is methylfluorescein phosphate) | Potency, µM (doses to about 76.9 µM), inactives show at the top dose activity, negative = inhibition, hits mostly inhibitors | actives 0.006% (n = 330,000) | AID 488837; also: potency is read from the fitted curve at half-maximal effect; % is scaled to controls: 0 for no effect and ±100 for the full control effect
#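 Eya2 protein (added as 0.2 uM solution) was preincubated with compound for 10 min at ambient temperature in 50 mM HEPES pH 7.5, 50 mM NaCl, 5 uM MgCl2, 0.05% BSA, 1 mM DTT. OMFP (added at 50 uM) then reacted 10 min; fluorescence read at 485/525 nm.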
# TRPV1 agonist: activates the human vanilloid receptor TRPV1; TRPV1-expressing cells, Fluo-8 calcium influx, agonist mode; activation, % at 8.33 µM; actives 0.19% (n = 320,000); in the data active = activation above about 80%; inconclusive = between about 30% and that limit; also: 0% is about no effect
# Target sequence (Q8NER1 whole entry, looked up): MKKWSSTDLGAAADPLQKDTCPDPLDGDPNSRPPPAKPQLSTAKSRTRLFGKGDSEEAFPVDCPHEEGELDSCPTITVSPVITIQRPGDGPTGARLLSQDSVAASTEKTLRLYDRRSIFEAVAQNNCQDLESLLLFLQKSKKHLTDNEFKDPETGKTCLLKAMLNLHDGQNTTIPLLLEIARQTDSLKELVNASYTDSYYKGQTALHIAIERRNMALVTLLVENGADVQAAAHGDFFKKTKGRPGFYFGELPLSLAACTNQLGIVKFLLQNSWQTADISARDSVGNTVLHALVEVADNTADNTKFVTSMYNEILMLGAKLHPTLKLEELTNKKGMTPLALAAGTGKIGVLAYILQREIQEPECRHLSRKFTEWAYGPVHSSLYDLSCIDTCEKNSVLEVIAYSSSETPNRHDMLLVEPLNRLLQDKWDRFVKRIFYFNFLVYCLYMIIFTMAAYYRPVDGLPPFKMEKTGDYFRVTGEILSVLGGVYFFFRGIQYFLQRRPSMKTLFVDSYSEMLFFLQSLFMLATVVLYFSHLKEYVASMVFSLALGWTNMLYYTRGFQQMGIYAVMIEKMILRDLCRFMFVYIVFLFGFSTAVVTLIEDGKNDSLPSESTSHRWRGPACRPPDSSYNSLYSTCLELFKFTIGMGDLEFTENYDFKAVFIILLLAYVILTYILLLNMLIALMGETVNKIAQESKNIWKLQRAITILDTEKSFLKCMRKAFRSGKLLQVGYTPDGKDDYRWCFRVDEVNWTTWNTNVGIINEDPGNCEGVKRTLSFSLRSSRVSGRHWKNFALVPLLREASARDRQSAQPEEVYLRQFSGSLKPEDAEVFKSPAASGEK
#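 TRPV1-expressing cells were cultured overnight at 35.5C and loaded with Fluo-8 calcium dye for 40 to 90 min at room temperature. After a 10 s baseline, compound was added and calcium influx was read kinetically for 3 min (ex 480/em 520 nm).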
# Mito fusion yeast: mitochondrial division inhibition or fusion activation; S. cerevisiae fusion-defective mutant growth rescue, CellTiterGlo 48 h; Potency, µM (series often up to 46.1 µM), for the others: top-dose growth rescue (activation), usual class: activators; actives 0.23% (n = 320,000); AID 485298;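 also: potency is read from the fitted curve at half-maximal effect; % of control where 0% means no effect; nearly all actives have a fitted effect of over 45% in size; temperature-sensitive fusion mutants such as fzo1-1 at 37 °C on non-fermentable ethanol glycerol medium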
#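 Luminescent cell viability in 1536-well qHTS format served as the measure of rescued growth in ts fusion-mutant S. cerevisiae cultured on non-fermentable YPEG for 48 hours at 37C.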
# hERG WT inh: inhibitors of human wildtype KCNH2 potassium channel; U2OS, BacMam KCNH2, thallium flux FluxOr; hits give low values; actives 0.37% (n = 340,000); activity change, % at 1.84 µM;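 active = maximum activity change below -70%; inconclusive = maximum activity change between -70% and -50%; inactive = maximum activity change above -50%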; also: % is scaled to controls: 0 for no effect and ±100 for the full control effect
#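 U2OS cells transduced with wild-type KCNH2 virus are loaded with FluxOr dye for 45 min, and thallium flux is measured in kinetic reads before and after stimulation buffer. Rate constants are normalized to DMSO controls.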
# USP2a block: USP2a (human) protease inhibition; O75604; USP2 core, Ub-CHOP2 coupled fluorogenic reporter, 485/531; Potency, µM (series often up to 38.3 µM), inactives show at the top dose activity change, negative = inhibition, most hits filed as inhibitors; actives 0.01% (n = 330,000); AID 463254;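 also: potency is read from the fitted curve at half-maximal effect; plate controls were DMSO wells for no effect and full inhibition by NEM control for full effect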
#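 Cell-free coupled assay: 10nM USP2 core preincubated 30min RT with compound in Tris-HCl pH 8.0/CaCl2/CHAPS buffer, then 25nM Ub-CHOP2 and 25nM reporter substrate; fluorescence (Ex 485/Em 531) read after 60min RT, normalized to NEM inhibition, concentration-response curves fitted.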
# * marks the source's active call; other numbers are inactive results; i = inactive; ? = inconclusive; / = not tested or not shown; [ ] = another dose, or the depositor's remark. Unless noted, calls follow the shape of the dose curve; as a rule, active = well fitted curve in the direction sought with a large enough effect; inconclusive = small, poorly fitted or top-dose-only effect, or another doubt; inactive = no such curve, though single readings can be large; an effect the other way counts as inactive or inconclusive. Some of the compounds tested, so the mix of outcomes need not match the whole.
SMILES,KCNH2 3.1 block,TCR activator,A-T KAP1 phos,ELG1 DNA repair,TSHR antagonist,Eya2 phos inh,TRPV1 agonist,Mito fusion yeast,hERG WT inh,USP2a block
O=C(NCCc1ccc(Cl)cc1Cl)C1=CC=CN2CCS(=O)(=O)N=C12,8,5%,8%,19%,0,8%,1,-3%,-11,2%
O=C(Nc1cccc(-n2cnnn2)c1)c1ccncc1,4,-6%,-4%,11%,-5,11%,2,-15%,-11,3%
C=CCNC(=O)c1oc2ccc(S(=O)(=O)N3CCCCC3)cc2c1C,-20,3%,4%,-14%,-3,-5%,12,-3%,6,2%
O=C(CCN1C(=O)COc2ccccc21)NCc1cccnc1,11,2%[46.1 µM],-2%,12%,1,2%,1,-6%,0,0%
CC1(C(=O)Nc2ccc3ccccc3c2)CC1(Br)Br (centres undefined),14,2%,2%,?,-14,-13%,?,5%,16,-3%
Cc1cccc(NS(=O)(=O)c2cc(C(=O)NCc3ccccn3)ccc2C)c1,/,2%,10%,-2%,-7,1%,-2,4%,-1,-1%
CCN(CC)CCN(C(=O)c1ccc2c(c1)CCCC2)c1nc2cc(OC)c(OC)cc2s1,11,-2%,-5%,-14%,14,-7%,0,-8%,1,-2%
S=C(NCCN1CCOCC1)Nc1ccc(Nc2ccccc2)cc1,2,-97%,-1%,1%,-6,-14%,0,2%,2,1%
CC(C)c1ccc(C2C(C#N)=C(N)Oc3c2oc(CO)cc3=O)cc1 (centres undefined),15,-10%,-3%,-13%,19,5%,0,-7%,3,0%
CCN1CC(CNC(=O)c2ccc3nc(Cc4cccc(Cl)c4)oc3c2)CC1=O (centres undefined),-12,0%,8%,3%,-8,3%,7,-4%,-11,-2%
O=c1[nH]c(=S)[nH]c(O)c1N=Nc1ccc(-c2ccccc2)cc1[N+](=O)[O-],/,/,-25%,-4%,-10,3%,-2,9%,/,7%
Cc1ccc(NC(=O)c2ccc(NCCCN3CCC(C)CC3)c([N+](=O)[O-])c2)c(C)c1,-41,-4%,20%,-1%,21,-7%,-1,-2%,5,3%
Cc1ccc(S(=O)(=O)N(C)Cc2nc(-c3ccc(Br)cc3)no2)cc1,2,2%,1%,-23%,-22,-5%,5,-2%,1,-2%
CCC(=O)Nc1ccc(S(=O)(=O)Nc2cccnc2)cc1,0,-1%,7%,4%,12,-26%,-3,1%,-10,-1%
COc1ccc(/C=C/C(=O)OCC(=O)Nc2cc(C(N)=O)cc(C(N)=O)c2)cc1,-5,-6%,0%,?,1,0%,-5,1%,4,4%
O=C(O)C1CCCN1C(=O)c1cncc(Br)c1 (centres undefined),-21,/,-19%,-2%,11,3%,0,-3%,2,-2%
CC(C)c1ccccc1NC(=O)c1cnccn1,0,2%,7%,13%,6,5%,-2,0%,5,1%
O=C(/C=C/c1ccc(Cl)cc1)N1CCN(c2ccc(Cl)cc2[N+](=O)[O-])CC1,-96*,0%,-6%,?,-20,5%,?,4%,-133*,-1%
O=C(Nc1ncccn1)c1ccc(C(F)(F)F)cc1,11,6%,13%,?,-10,-11%,5,-3%,-4,3%
c1ccc2sc(NC3=NCN(Cc4ccc5c(c4)OCO5)CN3)nc2c1,-20,0%,9%,-4%,0,20%,12,9%,13,2%
CN(CC(=O)Nc1ccc(N2CCOCC2)cc1)C(=O)CSc1ccc(F)cc1,9,-6%,3%,0%,3,-3%,18,-1%,-2,1%
COCCNC(=O)CN(Cc1ccc2c(c1)OCO2)C(=O)CCC(=O)Nc1nccs1,2,2%,1%,1%,4,19%,0,-3%,12,0%
CCOC(=O)C(C)c1c(C(=O)c2ccc(C)nc2)c2ccccc2n1C (centres undefined),/,/,-2%,1%,9,-20%,4,-7%,/,-2%
c1ccc(COc2ccc(OCCCn3cncn3)cc2)cc1,1,-13%,-4%,?,-7,10%,2,-1%,3,4%
Cc1ccc(CCNC(=O)C2CCC(=O)N2Cc2ccc(F)cc2)cc1 (centres undefined),-4,7%,-10%,1%,-2,2%,-3,9%,-42,1%
O=C(Cn1cnc2cc([N+](=O)[O-])ccc2c1=O)NC(=O)NCc1ccccc1,17,3%,13%,-16%,6,-13%,3,-13%,11,2%
O=C(COC(=O)CCc1nc2ccccc2c(=O)[nH]1)Nc1c(Cl)cccc1C(F)(F)F,-5,-2%,-6%,9%,-2,-2%,4,-2%,0,2%
C[C@]12c3[nH]c4ccccc4c3CCN1C(=O)C(CC(=O)NCC13CC4CC(CC(C4)C1)C3)C[C@@H]2C(=O)N1CCOCC1 (some centres undefined),-10,-3%,10%,-21%,-3,-6%,/,/,-3,-5%
O=C(Oc1cccc2ccccc12)c1ccco1,8,-3%,1%,1%,-1,14%,3,-3%,-3,1%
COc1ccc(N2CCN(Cc3cc(=O)oc4c3ccc3ccccc34)CC2)cc1,/,/,5%,-2%,-5,0%,-1,-2%,/,-2%
CCC(=O)/C=C1\Sc2ccc(OC)cc2N1CCO,-2,-8%[46.1 µM],-1%,-4%,-6,1%,-2,0%,-3,3%
CCCCn1c(N)c(N(CCC(C)C)C(=O)c2ccc3c(c2)OCCO3)c(=O)[nH]c1=O,7,-2%,0%,4%,1,-2%,2,-7%,-9,-1%
Cc1nnc(SCC(=O)N/N=C/c2cn(-c3ccccc3)nc2-c2ccc(F)cc2)n1-c1ccccc1,-1,3%,-2%,-8%,-4,7%,1,1%,-14,-2%
COc1cc2c(cc1NC(=O)COC(=O)C(CCSC)NC(=O)c1ccccc1Cl)oc1ccccc12 (centres undefined),-17,-11%[46.1 µM],1%,?,6,9%,-1,1%,-12,-1%
C[C@H](CO)N1C[C@H](C)[C@@H](CN(C)S(C)(=O)=O)Oc2c(NC(=O)C3CC3)cccc2C1=O,-14,7%,4%,6%,-2,5%,/,/,23,3%
COc1ccc(C/C(N)=N/OC(=O)c2ccco2)cc1OC,9,8%,1%,13%,5,21%,-1,3%,16,6%
COc1cccc(/C=N/n2c(COc3ccccc3)n[nH]c2=S)c1O,-8,-5%,-6%,23%,-12,8%,1,-5%,-10,-1%
Cc1ccc(S(=O)(=O)CCC(=O)NCc2ccc(Cl)cc2)cc1,0,0%[46.1 µM],2%,17%,-4,0%,1,-4%,2,0%
Cc1ccc(CNC(=O)CN(C(=O)C2(C)CC(=O)N=C3C=CC=CN32)c2ccc(F)cc2)cc1 (centres undefined),-7,-1%,4%,-1%,-8,6%,0,-1%,5,0%
CC(C)CC(=O)Nc1ccc(C(=O)NNC(=S)NC(=O)C2CCCCC2)cc1,12,/,0%,3%,-6,8%,-2,2%,-1,-1%
Nc1c(NCCC2=CCCCC2)c(=O)[nH]c(=O)n1Cc1ccccc1,6,-3%,-1%,-4%,1,0%,3,-1%,-5,10%
Cc1cc(C(=O)N2CCCC(C(=O)c3cccc(C(F)(F)F)c3)C2)n[nH]1 (centres undefined),4,6%,9%,3%,-46,6%,-3,3%,-5,0%
O=C(CN1C(=O)CSC1=O)N1CCc2ccccc2C1,25,-3%,-5%,8%,7,11%,-7,1%,-4,1%
Cc1cc(-c2nnc(SCC(=O)c3ccc4c(c3)OCCO4)o2)no1,7,-8%[46.1 µM],7%,7%,5,4%,0,0%,2,1%
Cn1nccc1C(=O)Oc1ccc(/C=N/NC(=O)c2ccccc2O)cc1,7,-3%,1%,14%,-6,-6%,9,-6%,i,-7%
O=C(NCc1ccco1)C(c1ccc(F)cc1)N(CC1CCCO1)C(=O)Cn1nnc2ccccc21 (centres undefined),-11,2%,1%,-23%,9,6%,2,-1%,7,2%
C[C@H](NC(=O)c1ccccc1Cl)C(=O)OC(C(=O)Nc1cc(C(F)(F)F)ccc1Cl)c1ccccc1 (some centres undefined),-3,-18%,1%,5%,-6,-21%,14,10%,-16,3%
O=C(CCn1c(=O)[nH]c2ccsc2c1=O)NCCc1ccc(Cl)cc1,-13,2%,/,-20%,-12,12%,-1,0%,-5,3%
CCOC(=O)c1nnc(-c2ccccc2)nc1NCc1ccccc1,4,3%,9%,?,0,-14%,?,13%,-8,-3%

# Fetched one by one from the entries so far, two records:
SMILES,KCNH2 3.1 block,TCR activator,A-T KAP1 phos,ELG1 DNA repair,TSHR antagonist,Eya2 phos inh,TRPV1 agonist,Mito fusion yeast,hERG WT inh,USP2a block
Cc1cc(-c2nnc(SCC(=O)c3ccc4c(c3)OCCO4)o2)no1,7,-8%[46.1 µM],7%,7%,5,4%,0,0%,2,1%
Nc1c(NCCC2=CCCCC2)c(=O)[nH]c(=O)n1Cc1ccccc1,6,-3%,-1%,-4%,1,0%,3,-1%,-5,10%
